hcDAF12 agonist: activates DAF-12 receptor from parasite H. contortus; HEK293 hcDAF-12 lit1-tk-luc reporter, luminescence; 0% DMSO, 100% Δ7-dafachronic acid; activation, % at 6.8 µM; hit rate 1.4% among 370,000; AID 652067;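 active = activation above the mean of all tested compounds plus 3 SD, cut at about 5.5% in these data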;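 also: 100% = response to 3 µM Δ7-dafachronic acid high control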
hgDAF-12 ag: activates the H. glycines DAF-12 receptor ligand-binding domain; HEK293 GAL4-hgDAF12 UAS-luciferase reporter, agonist luminescence; normalized to butyrate control; activation, % at 6.8 µM; hit rate 1.8% among 370,000; AID 687014;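 active = activation above a cutoff set at the mean of all screened compounds plus 3 SD, cut at about 10% in these data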;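 also: 0% = DMSO wells and 100% = sodium butyrate wells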
DAX1 inh-1: inhibits human nuclear receptor DAX1 | P51843 | HEK293 Gal4-DAX1 luciferase reporter, luminescence | inhibition, % at 6.75 µM | hit rate 0.99% among 340,000 | AID 504766;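 active = inhibition above the mean over all tested compounds plus 3 SD, cut at about 4.2% in these data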;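 also: 0% = DAX1-transfected cells with DMSO and 100% = empty-vector control cells with DMSO; inhibition shows as a rise in luminescence from relieved DAX1 repression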
Target sequence (P51843 207-470 limits assumed): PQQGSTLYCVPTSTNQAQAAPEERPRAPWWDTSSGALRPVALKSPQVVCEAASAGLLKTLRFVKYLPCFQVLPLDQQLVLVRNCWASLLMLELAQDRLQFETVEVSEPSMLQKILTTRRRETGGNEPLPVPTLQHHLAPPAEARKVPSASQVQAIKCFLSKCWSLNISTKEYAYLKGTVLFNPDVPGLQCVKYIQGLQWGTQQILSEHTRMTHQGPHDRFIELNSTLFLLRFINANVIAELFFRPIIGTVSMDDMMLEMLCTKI
SMARCA2 act: SMARCA2 function activation, primary screen. MG213 cells, MMTV-luciferase reporter, dexamethasone, overnight. hit rate 1% among 370,000. AID 652017. activation, % at 9.1 µM; in the data active = activation above about 7.8%;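 also: 0% = vehicle wells and 100% = reference activator wells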
FXN GAA850 act: increases GAA850 frataxin promoter reporter activity | activation, % at 6 µM | HEK293 lucGAA850 FXN promoter luciferase reporter, 24 h; percent of 10 µM SAHA response | hit rate 0.56% among 360,000;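 active = activation above the average of all compounds screened plus 3 SD, cutoff fixed separately per campaign, cut at about 7.5% in these data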;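 also: 0% = DMSO wells and 100% = 10 µM SAHA wells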
PG9 binder: binds the HIV-1 gp120 antibody PG9; hit rate 0.43% among 360,000; TR-FRET gp120-PG9 antibody binding; inhibition, % at 6.7 µM; in the data active = inhibition above about 8.5%
ssDAF-12 act: activators of S. stercoralis DAF-12 nuclear receptor | activation, % at 6.8 µM | HEK293 ssDAF-12/GRIP1 lit1-tk-luc reporter, luminescence; % of 3 µM dafachronic acid response | hit rate 1% among 370,000;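 active = activation above the mean over all tested compounds plus 3 SD, cut at about 0.9% in these data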;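 also: 0% = DMSO-only wells and 100% = 3 µM delta7-dafachronic acid wells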
sPLA2-III inh: Blocks human group III sPLA2 activity | Q9NZ20 | QFRET BODIPY PC-A2 liposome hydrolysis, fluorescence | inhibition, % at 12.2 µM | hit rate 0.56% among 370,000 | AID 743126;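 active = inhibition above mean plus 3 SD of compounds lying within the high and low control bounds, cut at about 19% in these data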;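 also: 0% = median of test compound wells and 100% = no enzyme DMSO wells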
Target sequence (Q9NZ20 whole entry, looked up): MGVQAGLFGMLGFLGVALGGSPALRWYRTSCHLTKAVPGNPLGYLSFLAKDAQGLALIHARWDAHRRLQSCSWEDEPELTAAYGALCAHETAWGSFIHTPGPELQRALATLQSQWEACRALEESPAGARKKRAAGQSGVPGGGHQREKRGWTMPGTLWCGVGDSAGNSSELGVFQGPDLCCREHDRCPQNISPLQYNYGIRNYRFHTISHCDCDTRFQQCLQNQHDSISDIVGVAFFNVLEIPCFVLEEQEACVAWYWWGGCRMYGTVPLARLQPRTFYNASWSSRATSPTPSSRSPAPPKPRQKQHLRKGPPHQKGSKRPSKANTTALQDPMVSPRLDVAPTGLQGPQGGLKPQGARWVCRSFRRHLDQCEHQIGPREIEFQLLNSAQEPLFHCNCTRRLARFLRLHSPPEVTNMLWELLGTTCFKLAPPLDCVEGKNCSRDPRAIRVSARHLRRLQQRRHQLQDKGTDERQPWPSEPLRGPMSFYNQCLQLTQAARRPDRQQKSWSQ
Rev-erbA mod: modulates human Rev-erb alpha binding to DNA; Rev-erbα–FITC-DNA binding, fluorescence polarization, 90 min; activity, % at 10 µM; hit rate 0.79% among 370,000; AID 1259318;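 active = activity above about 14%, limit read from the data; passing the limit was not always enough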;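 also: 0% = DMSO wells with 35 nM protein and 100% = DMSO wells with 750 nM protein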
PLCb3 inh: blocks human PLC-beta3 enzyme activity; Q01970; Purified PLC-beta3, fluorogenic substrate, fluorescence; inhibition, % at 12.2 µM; hit rate 0.18% among 370,000; AID 720704; in the data active = inhibition above about 11%;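 also: 0% = median of compound wells on plate and 100% = full blocker control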
DAX1 inh-2: DAX1 (NR0B1) inhibition, primary screen; HEK293T StAR-luciferase reporter, SF-1/DAX-1 repression relief; inhibition, % at 6.8 µM; hit rate 1.1% among 370,000; AID 652010;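 active = inhibition above the mean over all tested compounds plus 3 SD, cut at about 3.6% in these data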;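 also: 0% = DAX-1 cells with DMSO and 100% = cells lacking DAX-1 with DMSO; higher inhibition means more luminescence from relief of DAX-1 repression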
Numbers without * were called inactive; . = not tested or not shown; & = joins results of further samples.

SMILES	hcDAF12 agonist	hgDAF-12 ag	DAX1 inh-1	SMARCA2 act	FXN GAA850 act	PG9 binder	ssDAF-12 act	sPLA2-III inh	Rev-erbA mod	PLCb3 inh	DAX1 inh-2
O=c1c2ccccc2c2ccccc2c(=O)n1-c1ccccc1	0.1	-1.6	-0.9	-1	0.9	-2.8	-2.0	-3	3	0	0.0
COc1ccc(C(CNC(=O)c2c(C)nn(Cc3ccc(C)cc3)c2Cl)N2CCOCC2)cc1 (stereo not given)	-0.8	-1.4	-0.4	-2	3.5	-1.9	-1.4	3	9	-9	-0.7
Cc1ccc(C(CNC(=O)Nc2cccc(C)c2)N2CCN(C)CC2)cc1 (stereo not given)	2.1	0.5	0.7	0	-0.3	-4.0	-1.2	-4	-3	-10	0.5
Cc1nsc2c1ccc1ccccc12	-0.1	-0.4	1.0	2	4.2	-1.5	-0.7	3	3	3	-0.5
CCNc1ccc(S(=O)(=O)N(C)C)cc1NCC(=O)Nc1ccc(F)c(Cl)c1	-4.3	-3.1	0.8	-3	-1.5	-0.7	-1.6	-22	0	-4	-1.4
Cc1ccc(OCc2nc(C#N)c(N3CCCC3)o2)cc1	-2.8	-1.1	-0.9	-2	1.5	-0.9	-1.4	-12	1	5	-1.0
COc1ccc(C(=O)NNc2ccccc2)cc1OC	1.3	-0.6	0.3	0	0.2	0.0	-0.6	-1	3	-1	1.1
O=C1NC(=Nc2ccccc2)S/C1=C\c1ccccc1	4.9	2.4	3.1	0	4.0	-1.3	1.0*	2	-5	-5	0.2
CCCC(=O)OCC(=O)Nc1ccc2[nH]c(=O)[nH]c2c1	0.4	3.0	0.0	0	-6.6	-3.8	-0.6	-1	-3	-7	0.6
COc1ccc(/C=C/c2cc(O)cc(O[C@@H]3O[C@H](CO)[C@@H](O)[C@H](O)[C@H]3O)c2)cc1O	3.5	9.6	.	-2	0.2	-11	0.3	-17	5	-278	5.2*
CC(C)n1cc(CN2CCC(n3nccc3NC(=O)C3CCCC3)CC2)cn1	-1.3	-1.1	0.8	1	0.3	-2.2	-0.7	-2	-2	-4	0.8
Nc1ccc(-c2cc(NC=O)c3ncc(-c4cccc(C(F)(F)F)c4)n3c2)cn1	-3.2	-4.5	.	1	4.6	-1.3	-1.6	11	-6	-122	-1.9
CCN(C[C@H]1N[C@@](Cc2ccccc2)(C(=O)OC)[C@H]2C(=O)N(Cc3ccccc3)C(=O)[C@@H]12)S(=O)(=O)c1ccc(C)cc1	-0.7	2.5	-2.3	10*	-0.9	-1.7	-1.3	-8	2	-6	1.0
Cc1ccc(CNC(=O)/C=C/[C@H]2O[C@@H](n3cc(C)c(=O)[nH]c3=O)C[C@@H]2O)o1	-1.3	2.6	.	-3	.	0.4	-0.9	16	2	6	0.6
Cc1ccc(NC(=O)c2cc(N3C(=O)C4CC=CCC4C3=O)ccc2N2CCCCC2)cc1 (stereo not given)	-1.3	-0.2	-0.4	-1	-0.3	-0.6	-0.8	7	0	2	0.3
O=C(N/N=C/c1cccs1)c1cc(-c2ccncc2)nc2ccccc12	1.2	-3.1	0.9	-2	-0.7	-0.5	-0.1	-1	0	-8	0.6
O=C(CN1CC[n+]2c(-c3cccs3)csc21)c1ccc(Br)cc1	0.6	8.8	-2.2	-2	-0.3	-2.7	-1.3	6	0	-3	-1.6
CCCC[C@H](CC(=O)c1ccccc1)[C@@H](OC(C)=O)C(=O)Oc1c(C(C)C)cccc1C(C)C	-1.8	-1.0	0.0	4	-0.7	-0.4	-0.6	0	-2	5	-0.2
CN1CCN(S(=O)(=O)c2ccc(NC(=O)C(C)(C)C)cc2)CC1	-0.7	-0.7	0.8	-3	1.2	-0.9	-0.7	-1	0	1	-0.1
COc1cccc(NC(=O)Cn2nnc(-c3ccccc3N)n2)c1	0.3	-1.8	0.1	-4	-0.4	-0.3	-1.7	-5	2	-1	0.0
CCCS(=O)(=O)c1nc(S(=O)(=O)c2ccc(C)cc2)c(NCCCN2CCOCC2)s1	-2.4	-0.1	1.3	0	-0.6	0.1	-0.6	-6	-5	-1	0.0
CCc1nnc(NC(=O)CCC(=O)N2CCN(c3cc(Cl)ccc3C)CC2)s1	-1.4	-0.8	-0.4	-2	1.8	-0.1	-1.5	-5	0	-14	-0.5
O=C(NCCCN1CCOCC1)/C(=C/c1cccs1)NC(=O)c1ccccc1	-2.2	0.2	1.6	-2	-0.8	0.4	-0.4	-1	-3	-6	-0.7
COC(=O)c1sccc1NC(=O)CSc1nnnn1-c1ccccc1C	-0.2	-0.6	1.7	2	3.0	-1.9	-1.5	-5	-4	8	0.2
Cc1sc(N/N=C/c2cccnc2)nc1-c1ccc(Cl)cc1	-0.8	0.2	-1.5	-3	1.6	0.2	-1.7	4	2	-49	-0.9
O=C(Nc1ccc(NC(=O)C2CC2)cn1)c1ccccc1Cl	-2.0	4.4	-1.2	5	0.1	0.9	-0.3	1	-6	-2	0.7
O=C(Cn1cnc2ccc(Cl)cc2c1=O)NC1CCS(=O)(=O)C1 (stereo not given)	1.9	0.7	-0.5	-1	1.4	-2.3	-0.2	3	6	-2	1.8
Cc1nc(NC(=S)NC(=O)COc2ccccc2Cl)ccc1Br	-2.3	-3.2	-0.2	-2	0.7	-0.1	0.9*	14	10	-1	-0.6
COc1cc([C@@H]2CC=C(C(=O)O)[C@H](c3ccc(F)cc3)N2S(=O)(=O)c2ccc(C)cc2)cc(OC)c1OC	-0.1	-1.2	0.1	0	-1.4	0.0	-1.3	-6	-4	-19	0.3
N#CC1C(=O)NC(N2CCN(c3ccccc3)CC2)=NC12CCCCC2 (stereo not given)	-2.3	0.7	-0.1	0	-1.2	-0.3	-0.7	5	3	1	-0.1

2 records picked at random from those above, as already listed:
SMILES	hcDAF12 agonist	hgDAF-12 ag	DAX1 inh-1	SMARCA2 act	FXN GAA850 act	PG9 binder	ssDAF-12 act	sPLA2-III inh	Rev-erbA mod	PLCb3 inh	DAX1 inh-2
COC(=O)c1sccc1NC(=O)CSc1nnnn1-c1ccccc1C	-0.2	-0.6	1.7	2	3.0	-1.9	-1.5	-5	-4	8	0.2
Cc1sc(N/N=C/c2cccnc2)nc1-c1ccc(Cl)cc1	-0.8	0.2	-1.5	-3	1.6	0.2	-1.7	4	2	-49	-0.9

More records:
SMILES	hcDAF12 agonist	hgDAF-12 ag	DAX1 inh-1	SMARCA2 act	FXN GAA850 act	PG9 binder	ssDAF-12 act	sPLA2-III inh	Rev-erbA mod	PLCb3 inh	DAX1 inh-2
COC(=O)[C@]12C[C@H](CC(=O)NCc3ccccc3)C(=O)N(CCC3=CCCCC3)C1=C[C@H](COCc1ccccc1)O[C@@H]2C	-0.4	1.3	.	-4	.	0.2	-1.2	-8	-2	-1	0.6
COc1ccc(CNC(=O)c2ccc(Br)cc2)cc1	-0.6	0.2	.	-2	.	0.2	-0.8	-4	3	-4	-0.4
COc1ccc(-c2nnc(SCC(=O)Nc3cccc(Cl)c3)o2)cc1	2.5	1.6	2.0	12*	4.2	-0.9	-1.2	-1	3	3	1.2
COc1ccc(CCN2C(=O)CSCC2(C)C(=O)Nc2ccc3c(c2)OCCO3)cc1OC (stereo not given)	-0.6	-2.9	.	-1	.	-0.6	-1.0	-9	-1	3	-0.5
CC1=C(C(=O)O)N2C(=O)C(NC(=O)c3ccn(C)n3)C2SC1 (stereo not given)	-0.4	2.1	-0.3	2	-1.8	1.8	-1.6	6	-1	7	0.9
COC(=O)CCN(c1ccccc1)S(=O)(=O)c1cc(-c2cc(C)no2)ccc1C	-1.1	-2.6	0.0	-4	-0.1	-1.9	-1.6	-9	3	-4	-0.1
CCCCN(C(=O)c1cnc(C)cn1)c1c(N)n(CCC)c(=O)[nH]c1=O	0.1	-1.4	0.5	-2	-0.1	0.8	-1.0	11	2	-7	0.5
COC(=O)[C@@]12CCCCN1[C@H](c1ccc(-c3ccc(OC)cc3)c(OC)c1)[C@@H]1C(=O)N(C)C(=O)[C@@H]12	-1.9	-0.1	0.9	0	-0.5	-0.6	-0.9	-6	0	-33	1.0
CCOc1ccccc1-n1c(SCC(=O)NC(C)CC)nnc1-c1ccoc1C (stereo not given)	0.9	-0.4	-0.3	-4	-3.5	-0.7	-1.5	0	-3	4	0.6
Cc1ccc(N(CC(=O)NC2CCCC2)C(=O)c2nsc(Cl)c2Cl)cc1	-0.5	-0.5	-1.6	-5	-0.8	0.0	-1.5	3	2	-7	-0.3
O=C(CCN1C(=O)c2ccccc2C1=O)NCc1cccc(Cl)c1	-0.5	-0.1	0.6	-4	0.9	-0.8	-1.8	10	2	-9	0.3
O=C(O)c1cccnc1SC1CC(=O)N(c2ccccc2)C1=O (stereo not given)	-0.3	-0.1	0.7	2	-1.1	2.0	-0.7	4	-1	0	0.0
Cc1c(C=N)c(O)n(C)c(=O)c1C#N	1.0	2.1	0.7	0	-0.8	-2.5	-1.0	-2	5	-8	0.6
O=C(Cn1cnc2ccccc21)N/N=C/c1cccs1	0.0	1.2	-1.8	-1	2.4	-2.4	-1.1	-6	-2	0	0.0
CCn1cc(CN2CCCC(C(=O)Nc3cccc(-n4cccn4)c3)C2)c(C)n1 (stereo not given)	-1.2	-2.5	0.3	0	1.1	-2.5	-0.5	4	-3	-5	0.4
COc1ccc([C@H]2C[C@@H](O)[C@H](n3cc(COC(=O)c4ccccc4)nn3)CN2Cc2cccs2)cc1	0.8	0.4	-1.2	1	0.4	0.4	-0.6	0	-2	2	-0.5
CCOC(=O)CNC(=O)Cn1cnc2c(nnn2-c2ccc(OC)cc2)c1=O	-2.6	-2.9	0.9	0	0.0	2.5	-1.1	4	1	-3	-0.5
Cc1cc(S(=O)(=O)NCC(C)C)ccc1OCC(=O)N1CCOCC1	-1.1	1.2	1.2	0	1.3	-1.9	-1.1	10	-2	4	0.8
Clc1nc(Nc2ccccc2)nc(Nc2ccccc2)n1	-1.8	-0.4	-2.0	2	4.9	-1.7	-0.8	3	4	-3	-0.4
COc1cccc(-c2cc3nc(NCc4ccccc4OC)n(C)c(=O)c3s2)c1	2.3	1.5	.	-2	1.4	-0.3	-1.2	-9	5	-1	0.1
Cc1nc2nc(-c3ccccc3)nn2c(C)c1Cl	5.6*	7.0	1.6	5	5.8	-1.4	0.9*	-3	-3	1	1.9
CC(=O)OCC1=C(C(=O)O)N2C(=O)[C@@H](NC(=O)CSc3ccncc3)[C@H]2SC1	1.2	2.3	-0.4	-4	0.1	-1.1	-1.2	11	-3&0	-11	-0.8
CC(C)(C)n1nc(C2CC2)cc1NC(=O)Nc1ccc(Cl)cc1	-0.4	-3.6	-0.3	-3	0.7	1.7	-1.3	12	-4	-5	-0.1
Cc1csc(SCCn2c(N3CCCC3)nc3c2c(=O)[nH]c(=O)n3C)n1	0.5	0.2	-1.3	2	-0.4	0.9	-1.5	8	1	2	0.0
O=C(NNC(=S)NC1CCCCC1)c1ccc2c(c1)OCO2	2.6	6.0	0.6	1	2.4	-0.5	-1.0	16	4	3	2.1
COCCNC(=O)[C@H](CSCc1ccccc1)N1Cc2ccccc2C1=O	-1.1	2.2	-1.2	-3	0.2	-1.0	-1.3	-8	1	-3	-0.6
CCOC(=O)CSC1=Nc2ccccc2C2=NC(CC(=O)NCc3ccccc3)C(=O)N12 (stereo not given)	-0.2	-1.8	2.3	-2	0.4	-0.9	-1.2	-6	1	-34	0.9
